HCMV antiviral – inhibitors of human cytomegalovirus | HFF cells, HCMV-luciferase reporter, 72 h; hits give low values | activity change, negative = inhibition, % at 57.5 µM | 410,000 tested, 4.5% active; in the data active means activity change below about -60%; inconclusive means no clear call, values can overlap the other calls; inactive means above about -39%
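Steps: HFFs plated, 16 h 37C; compounds added; HCMV-luciferase added to MOI 1 PFU/cell; 72 h 37C; OneGlo reagent, 5 min room temperature; luminescence read, normalized to controls.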
Sm TGR block – blocks Schistosoma mansoni thioredoxin glutathione reductase; Q962Y6; purified TGR, DTNB reduction, TNB absorbance 405 nm; Potency, µM (highest dose often 114 µM), without a hit: at the highest dose activity change, negative = inhibition, most hits filed as inhibitors; 360,000 tested, 3% active; AID 485364; further: potency means the concentration at half of the fitted maximal effect; nearly all actives have a fitted effect of over 60% in size
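First, TGR (20 nM dispensed) and NADPH were mixed with compound. Second, a 15 min room-temperature incubation followed. Third, further NADPH and then DTNB were added to start the reaction. Finally, TNB absorbance was monitored kinetically.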
HCV inh – blocks hepatitis C virus | 340,000 tested, 3.4% active | Potency, µM (top dose mostly 41.8 µM), for the others: top-dose activity change, negative = inhibition, most hits filed as inhibitors | Huh7.5.1 HCVcc-Cre infection, luciferase reporter, 44 h; further: potency means the concentration at half of the fitted maximal effect
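Cells (1,000/well) were plated 4 h before compound, then infected with HCVcc-Cre virus (~0.5 moi). After 44 h further culture, infection was read as luciferase luminescence following a 15 min substrate incubation at room temperature.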
Giardia FBPA inh – inhibitors of Giardia lamblia fructose-1,6-bisphosphate aldolase; 290,000 tested, 0.71% active; purified Giardia FBPA; A8B2U2; AID 2451; Potency, µM (highest dose often 59.6 µM), without a hit: at the highest dose activity, negative = inhibition, actives largely listed as inhibitors; further: potency means the concentration at half of the fitted maximal effect; nearly all actives have a fitted effect of over 55% in size
Target sequence (A8B2U2 whole entry, looked up): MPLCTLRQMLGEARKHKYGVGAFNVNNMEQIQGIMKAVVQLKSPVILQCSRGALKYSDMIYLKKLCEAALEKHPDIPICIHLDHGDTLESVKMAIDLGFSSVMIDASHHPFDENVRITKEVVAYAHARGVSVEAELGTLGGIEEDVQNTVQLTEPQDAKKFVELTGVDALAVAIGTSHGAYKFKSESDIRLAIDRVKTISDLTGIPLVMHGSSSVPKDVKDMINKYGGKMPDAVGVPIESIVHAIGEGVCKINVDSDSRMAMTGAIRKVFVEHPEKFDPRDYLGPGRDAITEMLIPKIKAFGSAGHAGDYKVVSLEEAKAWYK
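40 nM FBPA preincubated 10 min at RT with compound (up to 57.5 uM final), then substrate plus GAPDH/TPI/NAD/arsenate coupling and diaphorase/resazurin added. Fluorescence read after 20 min at RT, 525/598 nm.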
AmpC detergent – AmpC beta-lactamase inhibition with detergent present; P00811; AmpC hydrolysis of nitrocefin, absorbance 480 nm, 0.01% Triton; Potency, µM (titrated, usually from 114 µM), for inactives: at the top dose activity change, negative = inhibition, actives largely listed as inhibitors; 370,000 tested, 0.041% active; AID 485294;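 further: potency means the concentration at half of the fitted maximal effect; 0% = no-compound wells and -100% = no-enzyme wells; nearly all actives have a fitted effect of over 25% in size; some results filed as inactive show a strong effect at the top dose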
Target sequence (P00811 whole entry, looked up): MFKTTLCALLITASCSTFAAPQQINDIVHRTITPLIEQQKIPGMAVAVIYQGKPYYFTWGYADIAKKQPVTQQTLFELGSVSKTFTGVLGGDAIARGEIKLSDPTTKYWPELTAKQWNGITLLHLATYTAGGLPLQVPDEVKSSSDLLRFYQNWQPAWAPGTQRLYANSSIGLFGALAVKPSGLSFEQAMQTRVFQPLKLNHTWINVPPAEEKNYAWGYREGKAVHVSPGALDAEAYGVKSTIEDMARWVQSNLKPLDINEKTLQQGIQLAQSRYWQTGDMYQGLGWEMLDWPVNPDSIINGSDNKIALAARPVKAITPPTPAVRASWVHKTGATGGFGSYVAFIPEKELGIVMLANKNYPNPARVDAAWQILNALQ
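20 mM phosphate pH 7.0 + 0.01% (detergent screen) or 0.0001% Triton X-100; 5.3 nM AmpC reagent; cpd preinc 15 min RT; nitrocefin (800 uM stock) to start; A480 q20 s × 4 min; Activity was normalised to no-enzyme and no-compound control wells.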
AmpC inh no detg – blocks E. coli AmpC beta-lactamase in detergent-free assay; 330,000 tested, 0.52% active; AID 485341; Potency, µM (top dose mostly 57.1 µM), without a hit: at the highest dose activity change, negative = inhibition, hits mostly inhibitors; AmpC nitrocefin hydrolysis, absorbance 480 nm, 0.0001% Triton;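 further: potency means the concentration at half of the fitted maximal effect; plate controls were no compound for no effect and no enzyme for full effect; nearly all actives have a fitted effect of over 20% in size; some results filed as inactive show a strong effect at the top dose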
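20 mM phosphate pH 7.0 + 0.01% (detergent screen) or 0.0001% Triton X-100; 5.3 nM AmpC reagent; cpd preinc 15 min RT; nitrocefin (800 uM stock) to start; A480 q20 s × 4 min; Activity was normalised to no-enzyme and no-compound control wells.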
* marks the source's active call; other numbers are inactive results; ? = inconclusive; . = not tested or not shown; & = joins results of further samples; [ ] = dose if it differs, or a comment. Unless noted, the call rests on the fitted dose curve; in most records, active means well fitted curve in the direction sought with a large enough effect; inconclusive means small, poorly fitted or top-dose-only effect, or another doubt; inactive means no such curve, though single readings can be large; an effect the other way counts as inactive or inconclusive. Unless noted, on the % scale 0 is the no-effect control and ±100 the full control effect.

Structure | Giardia FBPA inh | Sm TGR block | HCMV antiviral | AmpC detergent | AmpC inh no detg | HCV inh
O=C(Cc1ccccc1)NCC(=O)OCC(=O)c1ccc(Cl)cc1 | . | -27% | -3 | 1% | -23% | 7%
Cc1ccc(S(=O)(=O)N/N=C/c2ccc(OS(=O)(=O)c3ccc(C)c([N+](=O)[O-])c3)cc2)cc1 | 7% | -2% | -15 | ? | -45% | -14%
CSc1nc2sc3c(c2c(=O)n1CC(C)C)CC(C)(C)OC3 | 6% | -8% | -25 | 1% | -23% | 2%
O=C(NCCc1ccccc1F)/C(=C/c1cccnc1)NC(=O)c1ccccc1 | 0% | 3% | 93 | ? | -7% | 1%
Cc1ccccc1-c1nc(-c2cccnc2)no1 | 3% | 0% | 112 | -11% | -2% | -20%
COc1cccc(NC(=O)[C@H](Cc2c[nH]c3ccccc23)NC(=O)[C@@H]2Cc3ccccc3CN2)c1 | -20% | -12% | . | -10% | -25% | ?
C/C(Cn1nnc([N+](=O)[O-])n1)=N\NC(=O)c1ccccc1Cl | ? | -24% | 64 | 12% | -44% | 0%
N#C/C(=C\Nc1ccc2c(c1)OCCO2)c1nc2ccccc2[nH]1 | -23% | 6% | 40 | 4% | -3% | ?
CN(C(=O)CC1C(=O)NCCN1Cc1ccoc1)C1CCOCC1 (centres undefined) | 3% | -18% | ? | 2% | -15% | 11%
CC(C)c1nc2ccccc2n1CCC(=O)O | 0% | 6% | 7 | -7% | -19% | 14%
COc1cccc(S(=O)(=O)Nc2ccc(C(=O)Nc3ccncc3)cc2)c1 | 7% | -2% | -5 | 0% | -36% | -11%
CCOc1cc(C(=O)N/N=C(\C)Cc2ccc(OC)cc2)cc(OCC)c1OCC | -6% | -18% | ? | -8% | -13% | ?
COc1ccc(NS(=O)(=O)c2cc(Br)cc3c2N(C(C)=O)CC3)cc1 | -10% | -11% | -15 | -6% | -48% | ?
CCOc1cccc(C2c3[nH]c4ccccc4c3CCN2C(=O)CSc2ccccc2)c1 (centres undefined) | . | 8% | -4 | 30%[activator] | . | .
COc1cccc(-c2cc(C(=O)NCc3ccco3)c3ccccc3n2)c1 | 6% | ? | -24 | -17% | -57% | ?
O=C1CC(C(F)(F)C(F)(F)C(F)(F)C(F)F)=Nc2ccccc2N1 | -2% | -4% | ? | -14% | -3% | -5%
COc1ccccc1NC(=O)CSc1nnc(Cn2cnc3ccccc32)n1C | 10% | 6% | 39 | 6% | -8% | -27%
CCCOc1ccc(S(=O)(=O)NCc2ccc(OC)cc2)cc1 | 3% | 6% | 16 | 3% | -3% | -19%
COc1cccc(CNC(=O)C2CCN(S(=O)(=O)c3ccccc3)CC2)c1 | 11% | 7% | -13 | 1% | -10% | -8%
COC(=O)Cn1c(CN2CCN(c3ccc(OC)cc3)CC2)nc2c1c(=O)[nH]c(=O)n2C | . | -6% | ? | -4% | . | .
COc1ccc(N2CCN(CC(=O)c3ccc(Cl)cc3)CC2)cc1 | -17% | 11µM* | -5 | -9% | 4% | 4%
O=C1CCCC/C1=C\Nc1ccc(O)cc1 | ? | ? | -13 | 3% | -35% | -14%
Cc1csc(NC(=O)/C=C/c2ccc(C)o2)n1 | -15% | 20µM* | 37 | -7% | -27% | 11%
CCOC(=O)c1oc2ccccc2c1N | 9% | -2% | 43 | -7% | -4% | 6%

Just Sm TGR block, HCMV antiviral and AmpC detergent (3 entries from above):
SMILES | Sm TGR block | HCMV antiviral | AmpC detergent
CCOc1cccc(C2c3[nH]c4ccccc4c3CCN2C(=O)CSc2ccccc2)c1 (centres undefined) | 8% | -4 | 30%[activator]
COc1cccc(-c2cc(C(=O)NCc3ccco3)c3ccccc3n2)c1 | ? | -24 | -17%
O=C1CC(C(F)(F)C(F)(F)C(F)(F)C(F)F)=Nc2ccccc2N1 | -4% | ? | -14%

Next section
Structure | Giardia FBPA inh | Sm TGR block | HCMV antiviral | AmpC detergent | AmpC inh no detg | HCV inh
O=C(c1cc(F)ccc1F)C1CCCN(Cc2ccc3nonc3c2)C1 (centres undefined) | -5% | . | ? | -2% | -19% | ?
N#Cc1c(NC(=O)CSc2nnc(-c3ccco3)n2-c2ccccc2)sc2c1CCC2 | 0% | 56µM* | -39 | -7% | -45% | -16%
CCCCC(=O)Nc1cc(OC)c(NC(=S)NC)cc1OC | -13% | -13% | -23 | 3% | -8% | 1%
O=C(NCC1CCCO1)C1CCN(c2ccc(S(=O)(=O)N3CCCC3)cc2)CC1 (centres undefined) | 1% | -7% | -34 | ? | 0% | 14%
CC(=O)N1CCN(CC(=O)Nc2c(Cl)cc(Cl)cc2Cl)CC1 | -5% | -5% | -38 | -4% | -4% | 18%
Oc1ccccc1C=NCCCCCCN=Cc1ccccc1O | -1% | 0% | -21 | -8% | -6% | -5%
O=C(N/N=C\c1cn(-c2ccccc2)nc1-c1ccccc1)c1ccc2c(c1)OCO2 | 0% | 2% | -13 | -3% | -30% | 13µM*
S=C(c1ccccc1)N1CCCc2ccccc21 | 3% | 9% | -17 | 7% | 1% | 16%
C/C(CC(=O)NCc1ccco1)=N\NC(=O)Cc1ccccc1 | 3% | 7% | -4 | 4% | -8% | 16%
Cc1ccccc1Nc1c(-c2c(F)cccc2Cl)nc2ccc(Br)cn12 | . | 4% | -4 | 21% | . | .
O=C(O)c1ccc(-n2cccc2)cc1O | ? | 7% | -15 | 6% | -18% | 11%
O=C(NCC1CCOCC1)c1ccc(OC2CCN(Cc3ccccn3)CC2)cc1 | 4% | -33% | 5 | 3% | 2% | -1%
CC1=C(/C=C/C(C)=C/C=C/C(C)=C/C(=O)O)C(C)(C)CCC1 | -4%&19%&-3%&9%&14% | 35µM* | -11 | -10% | 73%[activator] | -3%[8.37 µM]
COc1cc(C(=O)NCc2ccc(S(N)(=O)=O)cc2)ccc1OCC(=O)N1CCOCC1 | . | -1% | 3 | ? | -22% | 17%
N#Cc1ccc(C(=O)OCC(=O)N2CCN(C(=O)c3ccco3)CC2)cc1 | . | . | 23 | . | 0% | -10%
CC(Oc1ccccc1)C(=O)Nc1ccc(S(=O)(=O)N2CCN(C)CC2)cc1 (centres undefined) | . | -5% | -19 | ? | 92%[activator] | 33%[activator]
O=C(CSc1ncc2c(n1)-c1ccccc1N(Cc1ccc(F)cc1)S2(=O)=O)c1ccc(Br)cc1 | . | -8% | 28 | -3% | . | .
CC(=O)N1c2ccc(S(=O)(=O)N(C)CC(=O)NCc3ccc(C)cc3)cc2CC1C (centres undefined) | . | 1% | -37 | -7% | 100%[activator] | 2%
O=C(COC(=O)c1cc(Cl)ccc1Cl)Nc1ccc2[nH]c(=O)[nH]c2c1 | . | -11% | -21 | ? | -35% | 5%
COc1ccc(CCNC(=O)COC(=O)C2CC2C)cc1OC (centres undefined) | . | -14% | 0 | -3% | -5% | 7%
O=C(Nc1ccccc1-c1nc2ccccc2s1)c1ccc(F)cc1 | . | 10% | 13 | 2% | . | .
Cc1ccc(NC2CC(C)NC(=S)N2)cc1 (centres undefined) | -10% | ? | 10 | 3% | 71%[activator] | 10%
COc1ccc(NC(C)=O)cc1S(=O)(=O)Nc1ccc(C(=O)N2CCCC2)cc1 | 4% | 10% | -24 | -8% | -18% | 8%
COc1ccc(-c2noc(CNC(=O)c3ccco3)n2)cc1 | . | -3% | 9 | 11% | . | .
COc1ccc(C(=O)Nc2ccc(Cl)cn2)cc1S(=O)(=O)N1CCCC1 | . | -4% | -16 | -10% | -8% | -4%
COc1cccc(/C=C2\Oc3cc(OC(=O)N4CCOCC4)ccc3C2=O)c1 | 4% | 9% | -11 | 1% | -3% | 17%
Cc1ccnc(NC(=O)c2ccc3c(c2)C(=O)N(CC(C)C)C3=O)c1 | . | 0% | 27 | 8% | -15% | ?
CCOC(=O)c1c(C)[nH]c(NC(=O)N2CCOCC2)c1C | 10% | 30% | 1 | ? | 2% | ?
COCCCn1c(C)nnc1SCC(=O)Nc1ccc(C(C)=O)cc1 | 16% | -4% | -3 | 4% | -5% | 2%
N#Cc1ccc(CN2CCN(C(=O)C3CC(=O)N(c4ccccc4F)C3)CC2)cc1 (centres undefined) | . | . | -2 | . | 12% | -15%
Cc1ccc(NC(=O)Cc2cccs2)cc1Cl | -10% | -13% | -4 | -8% | -39% | -21%
CN1C(=O)NC(c2cccc([N+](=O)[O-])c2)C2=C1CCCC2=O (centres undefined) | 13% | 1% | 34 | -4% | -11% | 6%
CC1(C)CNC(=O)c2sc(N3CCCCC3)nc2C1 | -1% | 0% | 28 | -2% | -23% | -9%
Cc1ncc(CO)c2cc(S(=O)(=O)c3ccc(F)cc3)c(=O)oc12 | -3% | 0% | -10 | -8% | -29% | -4%
Cc1ccc(S(=O)(=O)c2cn(C)c3cc(N4CCOCC4)c(F)cc3c2=O)cc1 | . | -18% | -5 | 0% | -2% | 0%
NS(=O)(=O)c1ccc(CNC(=O)c2ccncc2)cc1 | 0% | 8% | 83 | -14% | -4% | 11%
CCOC(=O)c1[nH]c(C)c(C(=O)OCC(=O)N(Cc2ccccc2)C(C)C)c1C | . | 0% | -21 | 9% | 95%[activator] | ?
CC(C)(C)c1cc(C(c2cccnc2)N2CCN(CCO)CC2)cc(C(C)(C)C)c1O (centres undefined) | -1% | 0.45µM* | -102* | ? | 106%[activator] | 10µM*
CCC[C@@H](CN1CCC[C@H]1CN1C(N)=NC[C@H]1C(C)C)N1C[C@@H](Cc2ccccc2)N(CCCC2CCCC2)C1=N | . | . | -16 | . | 61%[activator] | -1%
CCOC(=O)c1cnn(-c2nc(-c3ccccc3)cs2)c1C(F)(F)F | -1% | 14% | 90 | -6% | -25% | 7%
Clc1ccc(NCc2cccnc2)c(Cl)c1 | -4% | -24% | -34 | -10% | 3% | ?
C1CSC2(N1)C1CC3CC(C1)CC2C3 (centres undefined) | ? | 0% | 29 | -5% | -7% | -6%
COc1ccc(CC(=O)Nc2ccc(N3CCOCC3)cc2)cc1OC | 0% | 0% | -2 | -1% | -7% | -22%
CCOC(=O)c1c(C)nn(-c2ccc(NC(=O)c3cccs3)cc2)c1C | . | 6% | -35 | -9% | -4% | ?
Fc1ccc(NC(=S)NCc2cccs2)cc1 | 3% | ? | ? | ? | -25% | 1%
CC(C)(C)C1CCc2onc(C(=O)Nc3sc4c(c3C#N)CCCC4)c2C1 (centres undefined) | . | 5% | 4 | 9% | . | .
O=C(OCc1cccc([N+](=O)[O-])c1)c1cc(=O)[nH]c2ccccc12 | 0% | . | . | -13% | -17% | .
CCCSc1nc2c(cnn2-c2ccccc2)c(=O)n1N | -4% | 7% | 73 | 5% | -16% | -14%
COc1ccc(OC)c(CCNC(=O)c2cccc(NC3=NC4CS(=O)(=O)CC4S3)c2)c1 (centres undefined) | -3% | 5% | 0 | -2% | -23% | -16%
CCN(C(=O)CSc1nc2ccccc2n1Cc1ccc(C(=O)OC)cc1)c1ccccc1 | . | 3% | -2 | 17% | . | .
O=C(Nc1ccccc1Br)C1CCC(=O)N1Cc1ccccc1Cl (centres undefined) | -1% | -2% | 16 | -9% | -5% | 9%
CCc1ccc2c(COC(=O)C3CC(=O)N(CCc4ccccc4)C3)cc(=O)oc2c1 (centres undefined) | . | 4% | -18 | -9% | 120%[activator] | 6%

From PubChem
